# Pf apPOL inh – Pf-apPOL DNA polymerase inhibition | actives 0.25% (n = 210,000) | inhibition, % at 10 µM | Recombinant Pf-apPOL, molecular beacon fluorescence, 1.5 h
# mHTT-CaM PPI inh – mHTT-calmodulin interaction abrogation | P42858 | inhibition, % at 15 µM | actives 3.6% (n = 190,000) | AlphaScreen His-mHTT/GST-CaM binding, luminescence;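 note: 0% = both proteins with DMSO and 100% = one protein alone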
# Starred values were filed as active, the others as inactive; . = not tested or not shown; & = joins results of further samples. Cut-off read from the data, not from the text of the source: active = inhibition above about 50%; inactive = the rest.
smiles | Pf apPOL inh | mHTT-CaM PPI inh
O=c1c2c(nc(SCc3ccc([N+](=O)[O-])cc3)n1-c1ccc(Br)cc1)CCS2 | -14 | 7
COc1ccc2c(-c3cc4cccc(OC)c4o3)cc(=O)oc2c1 | 17 | 5
CCN(CC)C(=O)C(C)N(C#N)c1nc(N(C)C)nc(N(C)C)n1 (stereo not given) | -6 | -4
COc1cc(C=C2Oc3c(ccc(OCC(N)=O)c3C)C2=O)cc(OC)c1OC | -13 | 15
CCN(Cc1ccccc1)C(=O)c1cn(CC)c2nc(C)ccc2c1=O | -2 | -2
Cc1oc(C2CCN(C(=O)CC3CCCCC3)CC2)nc1C(=O)N1CCOCC1 | -7 | 3
N#CC1=C(N)Oc2n[nH]c(C34CC5CC(CC(C5)C3)C4)c2C1c1ccc(O)cc1 (stereo not given) | 8 | 29
O=C(O)CC12CC3CC(C1)CC(CC(=O)O)(C3)C2 | . | -2
COc1ccc(-c2c(C#N)c(N)nc3c2c(=O)n(C)c(=O)n3C)cc1O | -5 | -3
Cc1ccc2[nH]c3c(c2c1)CCCC3C(=O)O (stereo not given) | -1 | 28
Cc1cc(C)c(-c2ccn[nH]2)[nH]1 | -6 | .
CCCNc1cc(N2CCCC(CCC(=O)NC3CCCCC3)C2)ncn1 (stereo not given) | -5 | 4
COc1ccc2nc(N=C(N)NC(=O)Nc3ccccc3)nc(C)c2c1 | 1&-4 | 20&20
CCOc1ccccc1C1CC(c2ccccc2Cl)Nc2ncnn21 (stereo not given) | 2 | 36
CCOc1ccc(-c2nc3s/c(=C\C4=Cc5ccccc5OC4)c(=O)n3n2)cc1 | 8 | -1
O=C(NCc1ccc(Cl)cc1)c1cc2n(n1)CCCN(Cc1cccc(F)c1)C2=O | 3 | 17
CCN1c2ccc(F)cc2C(=O)NC12CCN(C(=O)Cc1ccc(OC)cc1)CC2 | -6 | -1
CCOc1ccc(CN2CCCN(C)CC2)cc1 | -1 | -5
CC(=O)Nc1cc(C(=O)N2CCN(c3cccc(C)c3C)CC2)c2ccc(C)nc2c1 | -34 | 95*
Fc1ccccc1C1C2=C(Nc3ncnn31)c1cc(Cl)ccc1OC2c1cccs1 (stereo not given) | 9 | 17
COc1ccc(C(=O)COC(=O)c2cc3ccccc3oc2=O)cc1 | -2 | 0
COc1ccccc1CNC(=O)Cc1csc(NC(=O)Nc2cccc(Cl)c2)n1 | 1 | 4
COc1cccc(CNC(=O)CC2CCN(C(=O)c3ccccc3)CC2)c1 | -15 | -7
COC(=O)CCc1n[nH]c(=O)[nH]c1=O | . | -4
OCc1c(O)cnc2ccccc12 | 4 | 8
COc1cn(CC(=O)NCc2ccc(F)cc2)c(CN2CCC(C)CC2)cc1=O | -8 | -5
NC(=O)c1oc2ccccc2c1NC(=O)c1ccc(Br)cc1 | 8 | 10
COc1ccccc1C1=NOC(C(=O)N(C)C2CCCCC2)C1 (stereo not given) | -4 | -5
CCC(=O)NC1CCN(c2nc3c(s2)c(C)nn3-c2ccc(OC)cc2)CC1 | -1 | 2
O=C(Cc1cc(-c2ccc3c(c2)OCO3)on1)Nc1ccon1 | -1 | 7
CCOc1ccc(/C=C2/N=C(C3CCCCC3)OC2=O)cc1 | -3 | 1
Cc1ccc(C)c(CNC(=O)C2CCN(c3cncnc3N3CCOCC3)CC2)c1 | -8 | 26
NNC(=O)C1CCCNC1=O (stereo not given) | -3 | .
COc1cc(C=O)ccc1OC(=O)N(c1ccccc1)c1ccccc1 | -2 | -1
Cc1cc(C)n(-c2nc(-c3ccc(C#N)cc3)cs2)n1 | 1 | -4
O=C(CN(c1ccccc1)S(=O)(=O)c1ccc(Cl)cc1)Nc1ccccc1 | -2 | 1
COc1ccc(CNC(=O)C2(C)Cc3ccccc3C(=O)N2c2cccc(OC)c2)cc1 (stereo not given) | 2 | 3
CCOc1ccc(S(=O)(=O)NC(C)CC)c2cccnc12 (stereo not given) | -1 | 1
COc1ccccc1NC(=O)N1CCC2(CC1)NC(=O)c1ccc(Cl)cc1N2C | -2 | -4
COc1cccc(C(O)CN2CCN(c3ccccn3)CC2)c1 (stereo not given) | -3 | 0

# Next part, overlapping the part above by 2 compounds.
smiles | Pf apPOL inh | mHTT-CaM PPI inh
COc1ccccc1NC(=O)N1CCC2(CC1)NC(=O)c1ccc(Cl)cc1N2C | -2 | -4
COc1cccc(C(O)CN2CCN(c3ccccn3)CC2)c1 (stereo not given) | -3 | 0
CC(=O)NC1C(Oc2ccccc2[N+](=O)[O-])OC(COC(C)=O)C(OC(C)=O)C1OC(C)=O (stereo not given) | 13 | 25
Cc1ccc(-c2cc(=O)c3cc(C)ccc3o2)cc1 | -5 | -4
N#CCN(CC#N)S(=O)(=O)c1ccc(Br)cc1 | -3 | -6&-3
CN(C)c1ncncc1N1CCC(C(=O)NCCCN2CCOCC2)CC1 | -12 | 4
O=C(c1ccc(F)cc1)N1CCCC(c2ccnc(Nc3ccccc3)n2)C1 (stereo not given) | -1 | 28
COc1cc(C=Nc2ccc(Nc3ccccc3)cc2)cc(OC)c1OC | -2 | 76*
Cc1noc(C)c1CC(=O)NCCn1nc(-c2ccco2)ccc1=O | -6 | 6
CCN(CC)CCN1C(=O)C(O)=C(C(=O)c2cccs2)C1c1cccs1 (stereo not given) | 0 | -2
Cc1cc(C)c(NC(=O)CCCC(=O)O)c(C)c1 | 7 | -2
Cc1cccc(NC(=O)N2CCCC(C)(C(=O)NCc3ccc(F)cc3)C2)c1 (stereo not given) | 0 | -9
O=C(O)c1cc(S(=O)(=O)NC2CCCCC2)c(Cl)cc1Cl | 2 | -4
CC(C)c1ccc(/C=C2\NC(=O)N(Cc3ccccc3F)C2=O)cc1 | 7 | -4
COc1ccc(C(O)C(C)Oc2ccccc2OC)cc1OC (stereo not given) | -2 | 3
O=c1c(-c2cnn(-c3ccccc3)c2)coc2cc(O)ccc12 | -9 | 6
O=C(Cc1cccs1)Nn1cnc2c(cnn2-c2ccc(F)cc2)c1=O | 1 | -8
CCn1c(C)csc1=NC(=O)c1ccccc1O | -5 | -13
Cc1cccc(C(=O)N2CCC(c3cnn(-c4ccccc4)c3)CC2)c1 | -7 | -1
CC(C)C(=O)Nc1nc2c(s1)CN(S(=O)(=O)c1ccccc1)CC2 | -5 | 10
O=C(Nc1ccc(Cl)cc1)N1CCN(c2ccc(F)cc2)CC1 | -40 | 1
COc1ccc(C2CC(C(F)(F)F)n3ncc(C(=O)Nc4ccccc4C)c3N2)cc1OC (stereo not given) | -3 | 14
O=C(Cc1ccsc1)N1CCCn2nc(-c3cccs3)cc2C1 | 1 | 9
CCCn1ncc(N2CCC(C(=O)NC)CC2)cc1=O | -2 | -6
COc1ccccc1C(=O)Nc1nc(-c2ccc(S(=O)(=O)N3CCOCC3)cc2)cs1 | -6 | 7
O=C(Nc1ccc(-c2nc3ccccc3s2)cc1)c1ccccc1F | 2&-5 | 5&-1
CCOc1cc(C(=O)Nc2nnc(CC)s2)cc(OCC)c1OCC | -10 | -1
COc1cccc(-c2nc(Cn3ccnc3C)no2)c1 | -2 | -9
CC(=O)N1CCN(c2ccc(Nc3cccc(C)n3)nn2)CC1 | -11 | -13
Cc1cc(NC(=O)CCS(=O)(=O)c2nc(-c3cccs3)cc(C(F)(F)F)n2)no1 | -6 | 3
CN1OCC(S(=O)(=O)N(C)Cc2ccccc2)C1c1cc(F)ccc1F (stereo not given) | -3 | -9
CCOC(=O)c1sc(SCC(=O)c2ccc(Cl)cc2Cl)nc1C | -13 | .

# Quoted from the results shown for reference:
smiles | Pf apPOL inh | mHTT-CaM PPI inh
COc1ccccc1NC(=O)N1CCC2(CC1)NC(=O)c1ccc(Cl)cc1N2C | -2 | -4
COc1cccc(C(O)CN2CCN(c3ccccn3)CC2)c1 (stereo not given) | -3 | 0
CC(=O)NC1C(Oc2ccccc2[N+](=O)[O-])OC(COC(C)=O)C(OC(C)=O)C1OC(C)=O (stereo not given) | 13 | 25
Cc1ccc(-c2cc(=O)c3cc(C)ccc3o2)cc1 | -5 | -4
N#CCN(CC#N)S(=O)(=O)c1ccc(Br)cc1 | -3 | -6&-3
CN(C)c1ncncc1N1CCC(C(=O)NCCCN2CCOCC2)CC1 | -12 | 4
O=C(c1ccc(F)cc1)N1CCCC(c2ccnc(Nc3ccccc3)n2)C1 (stereo not given) | -1 | 28
COc1cc(C=Nc2ccc(Nc3ccccc3)cc2)cc(OC)c1OC | -2 | 76*
Cc1noc(C)c1CC(=O)NCCn1nc(-c2ccco2)ccc1=O | -6 | 6
CCN(CC)CCN1C(=O)C(O)=C(C(=O)c2cccs2)C1c1cccs1 (stereo not given) | 0 | -2
Cc1cc(C)c(NC(=O)CCCC(=O)O)c(C)c1 | 7 | -2
Cc1cccc(NC(=O)N2CCCC(C)(C(=O)NCc3ccc(F)cc3)C2)c1 (stereo not given) | 0 | -9
O=C(O)c1cc(S(=O)(=O)NC2CCCCC2)c(Cl)cc1Cl | 2 | -4
CC(C)c1ccc(/C=C2\NC(=O)N(Cc3ccccc3F)C2=O)cc1 | 7 | -4
COc1ccc(C(O)C(C)Oc2ccccc2OC)cc1OC (stereo not given) | -2 | 3
O=c1c(-c2cnn(-c3ccccc3)c2)coc2cc(O)ccc12 | -9 | 6
O=C(Cc1cccs1)Nn1cnc2c(cnn2-c2ccc(F)cc2)c1=O | 1 | -8
CCn1c(C)csc1=NC(=O)c1ccccc1O | -5 | -13
Cc1cccc(C(=O)N2CCC(c3cnn(-c4ccccc4)c3)CC2)c1 | -7 | -1
CC(C)C(=O)Nc1nc2c(s1)CN(S(=O)(=O)c1ccccc1)CC2 | -5 | 10
O=C(Nc1ccc(Cl)cc1)N1CCN(c2ccc(F)cc2)CC1 | -40 | 1
COc1ccc(C2CC(C(F)(F)F)n3ncc(C(=O)Nc4ccccc4C)c3N2)cc1OC (stereo not given) | -3 | 14
O=C(Cc1ccsc1)N1CCCn2nc(-c3cccs3)cc2C1 | 1 | 9
CCCn1ncc(N2CCC(C(=O)NC)CC2)cc1=O | -2 | -6
COc1ccccc1C(=O)Nc1nc(-c2ccc(S(=O)(=O)N3CCOCC3)cc2)cs1 | -6 | 7
O=C(Nc1ccc(-c2nc3ccccc3s2)cc1)c1ccccc1F | 2&-5 | 5&-1
CCOc1cc(C(=O)Nc2nnc(CC)s2)cc(OCC)c1OCC | -10 | -1
COc1cccc(-c2nc(Cn3ccnc3C)no2)c1 | -2 | -9
CC(=O)N1CCN(c2ccc(Nc3cccc(C)n3)nn2)CC1 | -11 | -13

# Other compounds.
smiles | Pf apPOL inh | mHTT-CaM PPI inh
Cc1ccc(OCC(=O)Nc2ccc(F)cc2)c(C)c1 | -4 | -12
Cc1ccc(NS(=O)(=O)c2ccc([N+](=O)[O-])cc2)c(Br)c1 | 0 | 12
O=C1OC(c2ccccc2[N+](=O)[O-])=N/C1=C/c1ccco1 | 0 | 13
CN1CCC(=O)N([C@H](CSc2ccc(Br)cc2)c2ccccc2)CC1 | -7 | 29
CC(=O)Nc1cccc(NC(=O)c2ccco2)c1 | 2 | -1
O=S(=O)(c1ccc(F)cc1)N1CCC2(CC1)NCCN=C2NC1CCCCC1 | 0 | 0
CCn1cc(-c2ccn[nH]2)c(C)n1 | . | -6
O=S(=O)(c1ccc2nncn2c1)N(Cc1ccc(F)cc1)c1cccc(F)c1 | 3 | 36
COc1ccc(OC)c(NC(=O)CN2C(=O)C3C4CCC(C4)C3C2=O)c1 (stereo not given) | -1 | -4
CCCSc1nc(C)cc(=O)[nH]1 | 0 | 5
Cc1ccc(N2C(=O)CC(Sc3ccccc3C(=O)O)C2=O)c([N+](=O)[O-])c1 (stereo not given) | -6 | 9
O=C(c1ccccc1F)N1CCC(CNS(=O)(=O)Cc2ccccc2Cl)CC1 | -7 | -14
COc1cc(C=O)ccc1OC1=NS(=O)(=O)c2ccccc21 | -5 | -4
Oc1c(C=Nc2ccc(I)cc2)sc2ccccc12 | 3 | -3
Cc1ccccc1NS(=O)(=O)c1ccc(NS(=O)(=O)c2cc(Cl)ccc2Cl)cc1 | 0 | 5
NS(=O)(=O)c1ccc([N+](=O)[O-])cc1 | -7 | 4
CC1CCCN(S(=O)(=O)c2ccc(C(=O)Nc3nc4c(s3)Cc3ccccc3-4)cc2)C1 (stereo not given) | -5 | -2
CNC(=O)n1ccc(C(=O)N2CCCCC2)n1 | 1 | 4
COc1ccc(CC2(C)OC(c3ccc(C(C)(C)C)cc3)=NN2C(C)=O)cc1 (stereo not given) | 5 | 22
CCn1c(C2CCN(C(=O)c3ccccc3)C2)nc2cccnc21 (stereo not given) | -5 | -3
O=C(c1ccc(=O)[nH]c1)N(Cc1ccco1)C1(C(=O)NC2CCCC2)CCCCC1 | -5 | 7
O=C(O)c1cnn2c(C(F)(F)F)cc(-c3cccs3)nc12 | -3 | 0
O=C1c2cccnc2C(=O)N1c1cccc(-c2nc3cc(Cl)ccc3o2)c1 | -10 | 4
Cc1ccc(C)c(-n2ncc3c(NCCc4ccc(S(N)(=O)=O)cc4)ncnc32)c1 | -2 | -5
O=C(Cn1cc2c(n1)CCCCC2)Nc1ccc(Br)cc1F | -7 | 0
COc1ccc(-c2nc3n(n2)C(c2ccc(F)cc2)C2=C(CC(C)(C)CC2=O)N3)cc1 (stereo not given) | -3 | -13
CCOC(=O)c1ccc(NC(=O)N2CCCC2c2ccc(OC)cc2)cc1 (stereo not given) | -7 | -1
Cn1c(C2CCN(S(=O)(=O)c3cccc(C(F)(F)F)c3)C2)nc2cccnc21 (stereo not given) | 0 | -8
COc1cccc(-c2nnc(NC(=O)c3ccc(S(=O)(=O)N4CCCCC4C)cc3)o2)c1 (stereo not given) | -11 | 0
O=C(c1ccc(F)cc1)N1CCCC(C(=O)N2CCCCCC2)C1 (stereo not given) | 1 | -4

# High-throughput results as filed in PubChem BioAssay.

# Not a hit list; overall some 3.5% were active at least once.
